# ERa coact pot = enhances coactivator binding to human estrogen receptor alpha; P03372; TR-FRET ERalpha-LBD/SRC-Cy5 coactivator binding, 2 h; 100 = basal binding, no effect; coactivator binding (% of control), % at 25.6 µM; 86,000 tested, 1.3% active; AID 639; in the data active means activity above about 200%;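 further: binding measured in presence of low estradiol as agonist stimulus; 0% = peptide alone without receptor and 100% = receptor with peptide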
# PLAP act = activators of human placental alkaline phosphatase; P05187; purified PLAP enzyme, luminescent substrate read-out; stronger effect = higher value; activation fold at 20 µM; 96,000 tested, 1.2% active; AID 696; in the data active means activation fold above about 2
# Target sequence (P05187 whole entry, looked up): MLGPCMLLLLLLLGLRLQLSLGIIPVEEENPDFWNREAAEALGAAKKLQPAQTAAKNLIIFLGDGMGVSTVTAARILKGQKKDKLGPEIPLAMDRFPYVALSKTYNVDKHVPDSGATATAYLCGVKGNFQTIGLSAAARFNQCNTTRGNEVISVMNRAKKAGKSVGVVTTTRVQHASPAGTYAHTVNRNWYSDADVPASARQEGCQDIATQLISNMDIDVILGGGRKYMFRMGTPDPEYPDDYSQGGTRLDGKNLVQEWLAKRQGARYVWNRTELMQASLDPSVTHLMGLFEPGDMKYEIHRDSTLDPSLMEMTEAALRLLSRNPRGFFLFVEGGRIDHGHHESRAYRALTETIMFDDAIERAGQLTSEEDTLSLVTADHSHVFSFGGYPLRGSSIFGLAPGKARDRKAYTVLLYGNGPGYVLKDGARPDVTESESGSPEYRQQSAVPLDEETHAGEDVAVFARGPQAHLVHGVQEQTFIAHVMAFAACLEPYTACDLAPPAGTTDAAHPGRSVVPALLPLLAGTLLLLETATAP
# MT1-MMP txn act = activates MT1-MMP transcription; HT1080 MT1-MMP promoter luciferase reporter, luminescence, overnight; stronger effect = higher value; activation factor at 10 µM; 86,000 tested, 0.16% active;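 active means activation factor of at least 2 for MT1-MMP transcription at 10 µM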
# E coli WT exp = E. coli BW25113 growth inhibition, expanded screen; growth inhibition, % at 100 µM; 98,000 tested, 0.15% active; AID 710; OD600 absorbance;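 active means growth inhibition above about 50% at one test dose, limit read from the data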;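 further: growth measured after 20 h incubation at 37 °C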
# CD11b adhes enh = enhancers of human CD11b/CD18 binding to fibrinogen. P05107+P11215. K562 CD11b/CD18 adhesion to fibrinogen, ATPlite luminescence. activation, % at 10 µM. 93,000 tested, 0.07% active;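 active means 10 µM primary screen giving 50% or more activity, confirmed by 40% or more on retest at that dose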; further: strong numbers were not always called active; reference of the scale not given here
# ERa coact inh = blocks coactivator binding to human estrogen receptor alpha; TR-FRET ER-alpha LBD / SRC-1 peptide, estradiol-bound; 86,000 tested, 1.7% active; P03372; AID 629; inhibition, % at 25.6 µM; in the data active means inhibition above about 50%;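 further: 0% = receptor plus peptide control and 100% = peptide only without receptor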
# FAK inh = inhibitors of human focal adhesion kinase. Q05397. biochemical FAK kinase activity assay. inhibition, %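 (tested at 7 µM)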. 97,000 tested, 0.84% active. AID 727; in the data active means inhibition above about 19%;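 further: 0% = DMSO and 100% = reference compound high control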
# ERb SRC1 inh = blocks coactivator binding to human estrogen receptor beta. inhibition, % at 25.6 µM. TR-FRET ER-beta LBD / SRC1-Cy5 peptide binding; receptor agonist-loaded with 1 µM estradiol. AID 633. 86,000 tested, 1.3% active. Q92731;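 active means compounds whose percent inhibition of the receptor-coactivator binding signal exceeds about 50% in the single-dose screen, limit read from the data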;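 further: 0% = receptor plus peptide wells without compound and 100% = peptide-only wells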
# Target sequence (Q92731 whole entry, looked up, the tested form may be a part): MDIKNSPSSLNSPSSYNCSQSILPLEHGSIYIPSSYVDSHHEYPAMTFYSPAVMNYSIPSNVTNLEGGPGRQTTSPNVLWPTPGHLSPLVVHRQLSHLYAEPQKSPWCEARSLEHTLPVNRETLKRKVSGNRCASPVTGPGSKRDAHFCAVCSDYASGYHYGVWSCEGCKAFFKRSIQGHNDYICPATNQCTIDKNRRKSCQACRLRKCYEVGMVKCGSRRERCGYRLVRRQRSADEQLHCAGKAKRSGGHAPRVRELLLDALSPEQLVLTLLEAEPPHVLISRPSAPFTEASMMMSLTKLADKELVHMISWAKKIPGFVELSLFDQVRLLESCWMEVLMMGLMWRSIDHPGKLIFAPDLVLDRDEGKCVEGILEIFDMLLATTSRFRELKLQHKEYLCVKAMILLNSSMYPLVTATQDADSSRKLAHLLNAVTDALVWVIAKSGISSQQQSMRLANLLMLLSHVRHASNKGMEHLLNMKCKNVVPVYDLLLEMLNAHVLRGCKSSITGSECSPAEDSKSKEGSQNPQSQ
# Mac1 fbg inh = inhibitors of human CD11b/CD18 binding to fibrinogen; K562 CD11b/CD18 adhesion to fibrinogen, ATPlite luminescence; Mn2+ added to activate the integrin; 93,000 tested, 0.54% active; inhibition, % at 10 µM; AID 1497; P05107+P11215;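 active means primary inhibition of 50% or more at 10 µM, then 40% or more on retest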; further: some results filed as inactive read as strong as hits
# * marks the source's active call; other numbers are inactive results; . = not tested or not shown; [ ] = remark or other dose.
SMILES,ERa coact pot,PLAP act,MT1-MMP txn act,E coli WT exp,CD11b adhes enh,ERa coact inh,FAK inh,ERb SRC1 inh,Mac1 fbg inh
Cc1ccc(Cn2ncc3c(N4CCN(Cc5ccc(Cl)cc5)CC4)ncnc32)cc1,112,0.9,1.1,-30,-10,-4,-7,0,98
CCN1CCN(C(c2ccc(OC)c(OC)c2)c2nnnn2C(C)(C)C)CC1 (stereo unspecified),121[fluorescence artefact?],1.4,1,-6,-2,4,.,8,-10
COc1ccc(-c2nnc(SCC(=O)Nc3cc(F)ccc3C)o2)cc1,171[fluorescence artefact?],1.3,1.2,-2,-5,10[fluorescence artefact?],3,7[fluorescence artefact?],12
CC(C)c1ccc(N2C(=O)CSC23C(=O)N2CCCc4cccc3c42)cc1 (stereo unspecified),107,1,1.1,3,-2,6,-1,-1,-18
C/C(=C1/SC(=S)N(CCC(=O)O)C1=O)c1ccc(O)cc1,127,0.7,1.1,-5,2,-3,-3,-3,-18
CC(=O)Nc1ccc(-c2nnc(SCc3c(C)cc(C)cc3C)n2C)cc1,86,1.8,1.3,-20,2,-3,0,10,19
Cc1ccc2c(CC(=O)N3CCc4ccccc43)coc2c1,92,0.9,1.4,-10,1,12,0,9,-1
COc1ccc(C(=O)N2CCN(c3ccccn3)CC2)cc1,107,1,1,3,-3,-3,-1,-9,-20
C=CCSc1nccc(-c2cc(Cl)sc2Cl)n1,118,0.9,1.1,4,2,7[fluorescence artefact?],3,2[fluorescence artefact?],1
COc1ccc(-c2cc(C(F)F)n3ncc(C(=O)N4CCN5CCCC5C4)c3n2)cc1 (stereo unspecified),122,1.5,.,11,0,4,0,-3,-18
Cc1cc2nc(CCN(Cc3cccnc3)C(=S)Nc3ccccc3)[nH]c2cc1C,.,1.3,.,6,-4,.,6,.,-8
CCOC(=O)c1ccc(NC(=O)N2CCN(c3ccccn3)CC2)cc1,106,0.9,1.1,2,2,-6,0,-7,1
O=C(COc1c(F)c(F)cc(F)c1F)NC(=O)NC1CCCC1,100,0.9,1.1,10,-2,-5,-7,-2,3
O=C(Nc1cc(C(F)(F)F)ccc1-n1cncn1)c1ccc(Br)cc1,173[fluorescence artefact?],1.1,1.1,-5,.,10[fluorescence artefact?],2,4[fluorescence artefact?],.
C=CCn1c(SCC(=O)c2ccc(O)c(O)c2)nnc1-c1ccccc1OC,94[fluorescence artefact?],0.3,1,2,-1,10[fluorescence artefact?],5,48[fluorescence artefact?],-5
Cc1ccc(-n2c(Cc3cccn3C)nnc2SCC(=O)Nc2cc(C)on2)cc1,118,1,1.2,-2,-5,0,-1,-5,-5
CCSc1nnc(NC(=O)CCc2ccccc2)s1,150,0.8,1.3,-8,-2,-6,0,-3,2
COc1ccc(OC(=O)c2cccc(S(=O)(=O)N3CCCC3)c2)cc1,114,1.1,1,-20,3,-22,-1,-19,2
COc1cccc(C(=O)N(Cc2nc(-c3ccc(C)cc3)no2)C(C)C)c1,130,1.3,0.9,2,2,-17,1,-20,-34
Cc1ccc(NC(=O)CNc2ccc(OC(C)C)cc2)c(C)c1,102,.,1.3,.,.,-13[fluorescence artefact?],-1,-10,.
COc1ccc(C(=O)Nc2cccnc2)cc1C(=O)Nc1cccnc1,97,.,1,.,.,-2,.,-2,.
CCO/C(C)=N/n1c2nc3ccccc3nc2c2c(=O)n(CC(C)C)c(C)nc21,130,1.3,1.1,3,.,0,5,-4,.
NC(=O)CSc1nc2ccccc2n1Cc1ccccc1F,96,1,1,4,0,27,3,16[fluorescence artefact?],15
CCC(CO)NC(=O)c1ccc(-c2nn(C)c(=O)c3ccccc23)cc1 (stereo unspecified),113,1.1,1.1,0,-4,5,1,-1,-42
Cc1nc(NS(=O)(=O)c2ccc(Br)cc2)c2c3c(sc2n1)CCC3,48,1.1,1.2,-2,-11,9,-5,-7,93*

# Next part:
SMILES,ERa coact pot,PLAP act,MT1-MMP txn act,E coli WT exp,CD11b adhes enh,ERa coact inh,FAK inh,ERb SRC1 inh,Mac1 fbg inh
CCOc1ccccc1C1C(C(N)=O)=C(C)Nc2nc(-c3ccccc3Cl)nn21 (stereo unspecified),115,1,1,-2,-4,1,9,2,-5
COC(=O)C1C2C=CC3(CN(C4CCCC4)C(=O)C13)O2 (stereo unspecified),125,1,1.2,3,-4,-2,-1,1,-1
CC(=O)c1cccc(NS(=O)(=O)N2CCCCC2)c1,86[fluorescence artefact?],1.1,1.1,1,-1,17,-2,11,-7
COC(=O)c1sc(N2C(=O)C(O)=C(C(=O)c3ccc(C)o3)C2c2ccc(F)cc2)nc1C (stereo unspecified),112,1.1,0.9,-8,-1,-7,-12,-1[fluorescence artefact?],4
c1ccc(Cn2nnc3c(N4CCc5ccccc54)ncnc32)cc1,185,.,0.9,-13,.,10,1,21,.
CC(=O)Nc1ccccc1C(=O)N1CC(C)OC(C)C1 (stereo unspecified),117,1,1.1,-1,3,0,0,-6,-14
COc1ccccc1OCc1ccc(C(=O)n2nc(C)c(Cl)c2C)o1,126,0.9,1,-3,-1,0,3,-2,-4
C=CCc1cccc(OC)c1OCCOCCNCCO,109,0.8,1.1,3,-2,5[fluorescence artefact?],0,-3[fluorescence artefact?],-1
O=C(Cc1ccc2c(c1)CCCC2)Nc1ccccc1Cl,.,0.9,.,28,-2,.,3,.,12
O=C(Cc1ncn[nH]1)NCCc1ccccc1,117[fluorescence artefact?],2.4*,1,6,0,-9,0,25,-20
CCN(CC)S(=O)(=O)c1cc(Br)c(C)cc1OC,150,0.9,1,0,0,-1,-2,-4,-30
O=C1c2sc3nc4ccccc4n3c2C(=O)N1c1ccccc1Cl,112[fluorescence artefact?],1.4,1,-4,-3,1,6,46[fluorescence artefact?],2
CCCS(=O)(=O)N1CCN(C(=O)c2cccnc2)CC1,117[fluorescence artefact?],1,1,2,0,-2,.,-5,-2
C=CCOC(=O)CCC(=O)Nc1cc(OC)nc(OC)n1,91[fluorescence artefact?],1.1,1.1,1,-4,1[fluorescence artefact?],-3,-7,12
CCc1nnc(NC(=O)CC(=O)Nc2ccccc2C(=O)O)s1,102,1,0.9,-7,-4,-42,.,-18,2
O=C(CN1CCN(Cc2ccc3c(c2)OCO3)CC1)Nc1ccc2c(c1)OCO2,94,1.6,1,-4,0,-4,0,-4,-6
Cc1cc(OCC(=O)Nc2ccncc2)cc(C)c1Br,94,0.8,0.9,11,-9,-1,-3,-7,84*
COc1ccc(S(=O)(=O)NCCc2csc(C)n2)cc1C,85,1.1,1.2,3,4,-23,-4,-7,-17
CC(C)(C)c1ccc(N2C(=O)Cc3c2nc(N)c(C#N)c3N)cc1,80,0.9,1.6,2,2,-13,-2,-3,-6
COc1ccccc1N1CCN(S(=O)(=O)c2cccs2)CC1,99,0.9,1.2,-9,-1,-11,1,-3,2
CCOC(=O)CSc1nnc(Cn2c(=O)sc3ccccc32)n1C,102[fluorescence artefact?],1,1.2,6,-1,-3,-5,-12,4
Cc1cc(C)nc(NC(=O)COc2cc(Cl)cc(Cl)c2)n1,109,0.8,1.2,-3,-3,-1,0,-7,2
Cc1nc2ccc(NC(=O)c3cccs3)cc2c(=O)n1Cc1ccc(Cl)cc1,.,1.3,.,-13,-7,.,0,.,79
CCOC(=O)c1cc2sccc2n1CC(=O)Nc1ccc(OC)c(OC)c1,112[fluorescence artefact?],0.7,1.2,5,4,4[fluorescence artefact?],-2,-5[fluorescence artefact?],-10
Cc1nc2ccccc2c(-c2ccccc2)c1C(=O)c1ccccc1,.,1.5,.,-6,-1,.,1,.,18

# Additional compounds
SMILES,ERa coact pot,PLAP act,MT1-MMP txn act,E coli WT exp,CD11b adhes enh,ERa coact inh,FAK inh,ERb SRC1 inh,Mac1 fbg inh
CC1(C(=O)NCc2ccccc2)Oc2ccccc2NC1=O (stereo unspecified),92[fluorescence artefact?],0.8,1.1,5,-3,3[fluorescence artefact?],-2,1[fluorescence artefact?],6
Cc1ccccc1C(=NC(=O)c1ccccc1)c1ccccc1,.,1,.,2,6,.,-3,.,14
O=C(Nc1ccc2c(c1)OCO2)N1CCN(S(=O)(=O)c2ccc(Cl)cc2)CC1,96,0.8,1.2,-7,2,-30,2,-18,6
Cc1ccc(-c2nn(C)c(=O)c3ccccc23)cc1S(=O)(=O)N1CCCC1,.,1.5,1.1,-5,1,.,-10,.,6
CCOc1cc(C2C(C(=O)c3ccc(C)o3)=C(O)C(=O)N2CCc2ccccc2)ccc1O (stereo unspecified),136,1.1,1.1,-3,.,-4,-1,-5,.
CCOC(=O)N1CCN(CC(=O)Nc2cc(C)nn2-c2nc3ccccc3s2)CC1,96,1.4,1.2,-6,3,-3,3,4,-24
O=C(CC(c1ccccc1)c1cc(Cl)ccc1O)N1CCOCC1 (stereo unspecified),111,1,1.3,-1,-2,-12,0,-9,-32
COc1ccc(N2CCN(C(=O)c3csc4ccccc34)CC2)cc1,.,1.1,.,-5,-3,.,-2,.,2
O=C(CN1CCN(S(=O)(=O)c2ccc(Cl)s2)CC1)NCc1ccc(Cl)cc1,.,1.5,.,-3,1,.,3,.,-1
CNCc1ccc(OCc2ccccc2)c(OC)c1,.,0.9,1.3,2,6,.,0,.,1
N#Cc1c(N)n(CCCN2CCOCC2)c2nc3ccccc3nc12,100,1.4,0.9,5,-4,-9,-1,-6,-1
CC(=O)NS(=O)(=O)c1ccccc1,137,1,1.1,-1,1,-4,-3,2,-6
Cn1c(SCC(=O)N2CCCc3ccccc32)nnc1-c1cccs1,103,1.1,1,1,1,7[fluorescence artefact?],-3,-1[fluorescence artefact?],3
Cc1sc2ncnc(N[C@@H](CCC(=O)O)C(=O)O)c2c1C,128,1.2,1.2,0,-1,0,-3,-6,-1
CCCC1(c2ccccc2)NC(=O)N(CCN2C(=O)c3ccccc3C2=O)C1=O (stereo unspecified),95[fluorescence artefact?],1.2,1.1,4,-3,4,-1,-8[fluorescence artefact?],-3
CCOc1ccc(Nc2oc(Cc3ccccc3)nc2C#N)cc1,110,1.2,1.3,-8,.,-3,-3,-2,.
COc1ccc(C)c2sc(N3CCCC3)nc12,103,1.2,1.1,0,.,-1,0,0,.
COC(=O)c1ccccc1CCC(C)=O,93[fluorescence artefact?],1,1,9,-1,1[fluorescence artefact?],0,-3[fluorescence artefact?],-5
COc1cc(-n2c(=O)c3ccccc3n(Cc3ccccc3)c2=O)cc(OC)c1OC,144[fluorescence artefact?],1.7,1.1,-3,8,4,1,1,4
[N-]=[N+]=CC(=O)CC(c1ccccc1)N1C(=O)c2ccccc2C1=O (stereo unspecified),123[fluorescence artefact?],2*,1.1,0,6,-4,-2,-7,-11
CC(=O)N=c1cccc(NC(C)=O)n1O,120[fluorescence artefact?],0.8,1.1,0,-2,1[fluorescence artefact?],-3,1[fluorescence artefact?],-6
C=CCn1c(SCC(=O)Nc2cccc(C)c2)nnc1-c1cnccn1,113,1.5,1,-3,-6,6,4,4,2
CC1CCN(CCCNC(=O)C2CCC(=O)N2C2CCCC2)CC1 (stereo unspecified),122,1.3,1.1,-3,.,-20,1,-8,.
CCc1c(C)nc(SCCOc2ccc(OC)cc2)[nH]c1=O,125,1.1,1.1,-5,0,-4,1,-5[fluorescence artefact?],-6
CCOc1cc(/C=N\NC(=O)c2ccc(NC(=O)C(C)(C)C)cc2)ccc1OC(=O)c1cccc(C)c1,.,1,.,-8,-4,.,1,.,8

# Part of the list above, with each value named:
CC(=O)N=c1cccc(NC(C)=O)n1O
  ERa coact pot: 120[fluorescence artefact?]; PLAP act: 0.8; MT1-MMP txn act: 1.1; E coli WT exp: 0; CD11b adhes enh: -2; ERa coact inh: 1[fluorescence artefact?]; FAK inh: -3; ERb SRC1 inh: 1[fluorescence artefact?]; Mac1 fbg inh: -6
O=C(CC(c1ccccc1)c1cc(Cl)ccc1O)N1CCOCC1 (stereo unspecified)
  ERa coact pot: 111; PLAP act: 1; MT1-MMP txn act: 1.3; E coli WT exp: -1; CD11b adhes enh: -2; ERa coact inh: -12; FAK inh: 0; ERb SRC1 inh: -9; Mac1 fbg inh: -32
Cn1c(SCC(=O)N2CCCc3ccccc32)nnc1-c1cccs1
  ERa coact pot: 103; PLAP act: 1.1; MT1-MMP txn act: 1; E coli WT exp: 1; CD11b adhes enh: 1; ERa coact inh: 7[fluorescence artefact?]; FAK inh: -3; ERb SRC1 inh: -1[fluorescence artefact?]; Mac1 fbg inh: 3

# Bioassay records: PubChem BioAssay, several laboratories
